High-throughput results (PubChem BioAssay)
IkB sig inh: IkB Signaling | ABC-DLBCL IkBa-CBG/CBR dual luciferase ratio, 4 h; response scale: scaled: untreated 0%, proteasome inhibitor 100% | Potency, µM (titrated, usually from 57.1 µM), for the others: at the highest dose IkBa stabilization activation | hit rate 0.04% among 110,000; active = well fitted curve in the direction sought with a large enough effect in the signal ratio, not every such curve was filed as active; inconclusive = small, poorly fitted or top-dose-only effect, or a change in a side signal; the % refers to the signal ratio;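 also: the direction sought is a rising ratio; 0% = basal untreated cells and 100% = reference inhibitor full response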
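In this assay, an IκBα–CBG68 fusion accumulates when IKK-driven degradation is blocked; native CBR normalizes for cell number. OCI-Ly3 cells were treated 4 h with compound and doxycycline, then green and red light read after Chroma-Glo addition.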
p53ts 39C kill: qHTS Screen for Compounds that Selectively Target Cancer Cells with p53 Mutations: Cytotoxicity of p53ts Cells at the Nonpermissive Temperature; H1299-p53A138V viability at 39C, ATP luminescence, 24 h; Potency, µM (top dose mostly 46.1 µM), for the others: top-dose activity change, negative = cell killing, actives largely listed as cytotoxic; hit rate 1.5% among 130,000; also: nearly all actives have a fitted effect of over 55% in size
p53ts 32C kill: qHTS Screen for Compounds that Selectively Target Cancer Cells with p53 Mutations: Cytotoxicity of p53ts Cells at the Permissive Temperature; H1299-p53A138V at 32C, ATP luminescence viability, 24 h; Potency, µM (doses to about 46.1 µM), inactives show at the top dose activity change, negative = cytotoxicity, actives largely listed as cytotoxic; hit rate 0.93% among 130,000; AID 924, 2007;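 also: 0% = DMSO and -100% = full killing by reference compound; nearly all actives have a fitted effect of over 55% in size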
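Cells: H1299 p53ts (A138V), 600/well, pre-incubated 16–30 h at 37C. Cpd up to 46 uM, 24 h, 32C. Readout: ATPlite luminescence, 20 min RT. Normalization: DMSO vs tamoxifen 100 uM. AC50 by Hill equation.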
Imprint erasure: qHTS Assay for Compounds that Induce Erasure of Genomic Imprints; AID 1948, 2009; mouse ES Peg3-LacZ reporter, beta-gal luminescence, 40 h; Potency, µM (doses to about 60.7 µM), without a hit: at the top dose activity change, positive = activation, actives largely listed as activators; hit rate 0.02% among 110,000;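 also: 0% = negative control wells on the plate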
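Each well holds 300 Peg3LacZ-Neo (maternal) female ES cells incubated 40 h at 37C, 5% CO2. LacZ is measured by BetaGlo luminescence, with AC50 and maximum efficacy derived from dose-response curves.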
* hit, by the source's call; ? = inconclusive; . = not tested or not shown; & = joins results of further samples; [ ] = dose if it differs, or a comment. Unless noted, calls follow the shape of the dose curve; as a rule, active = well fitted curve in the direction sought with a large enough effect; inconclusive = small, poorly fitted or top-dose-only effect, or another doubt; inactive = no such curve, though single readings can be large; an effect the other way counts as inactive or inconclusive. Unless noted, % is scaled to controls: 0 for no effect and ±100 for the full control effect; potency is read from the fitted curve at half-maximal effect.

SMILES	IkB sig inh	p53ts 39C kill	p53ts 32C kill	Imprint erasure
COCCNC(=O)COc1ccc(OCCNC[C@@H](O)COc2ccccc2)cc1	0.2%	-18%	-3%	-3%
Cc1ccc(O)c(N=CC2=C(O)c3ccccc3C2=O)c1	?	?	?	-34%[inhibitor]
COc1cccc(C(=O)N2c3ncnn3C3(CCCCC3)[C@@H]3CCCC[C@@H]32)c1	?	19%	1%	-14%[10.9 µM]
CCOC(=O)c1c(C)oc2nc(C)nc(N(C)Cc3ccccc3)c12	?	4%	9%	-4%[10.9 µM]
CCn1c(=O)cc(OCC(=O)NCCCN2CCN(c3cccc(Cl)c3)CC2)c2ccccc21	?	?	?	-27%
CCOC(=O)C1CCCN(CC(O)COc2ccc(OC)cc2C(C)(C)C)C1 (stereo unspecified)	1.0%	-21%	-5%	-16%
NC(=O)C1CCN(C(=O)c2ccc(CS(=O)(=O)c3c(Cl)cccc3Cl)o2)CC1	1.4%	24%	0%	3%
CC(C)n1c2ccccc2c2nnc(SCC(=O)OCN3C(=O)c4ccccc4C3=O)nc21	1.4%	11%	2%	-2%
COC(=O)C1(C(F)(F)F)N=C(N(C)C)OC(N(C)C)=N1	-2.2%	3%	3%	3%
COc1cccc(OCCSc2nc3ccccc3n2CC(=O)N2CCCCC2)c1	?	-34%	-6%	-21%[10.9 µM]
COc1ccc(C(=O)COC(=O)c2ccco2)cc1	2.6%	-4%	1%	-10%
O=C(O)C1CCCN(S(=O)(=O)c2cccs2)C1 (stereo unspecified)	.	26%	8%	.
COc1ccc(S(=O)(=O)NCC(c2cccnc2)N2CCN(c3ccccc3)CC2)cc1C (stereo unspecified)	2.0%	-16%	-2%	-15%
O=C(NC1(C(F)(F)F)N=C2SCCN2C1=O)C1CCCCC1 (stereo unspecified)	0.4%	11%	-6%	-1%
CCOc1ccc(NC2c3ccccc3C(=O)N2c2ccc(Cl)cn2)cc1 (stereo unspecified)	1.2%	21%	15%	-65%[inhibitor]
CCC(=O)Nc1cnc(NC(=O)c2cccc(F)c2)cc1C	-0.2%	?	?	.
COc1ccc(C(=O)Nc2ccc(C(=O)OCc3cc(=O)n4nc(C5CC5)sc4n3)cc2)cc1	-1.3%	-19%	1%	-7%[10.9 µM]
CCOc1ccc(OCC)c(NC(=O)C2CCCN(S(=O)(=O)c3cc(Br)cc4c3N(C(=O)CC)CC4)C2)c1 (stereo unspecified)	1.7%	5%	7%	-10%[10.9 µM]
CCOc1cccc(-c2nn3c(-c4cc(C)[nH]n4)nnc3s2)c1	2.4%	2%	6%	-11%
CSc1ccc(CCNC(=O)CCc2c(C)nc3c(-c4ccccc4)c(C)nn3c2C)cc1	?	-24%	-8%	-11%[10.9 µM]
COc1ccccc1NC(=O)Cn1nnc(-c2ccccc2NC(=O)c2ccco2)n1	1.3%	-16%	-8%	-6%
Cc1c(NC(=O)c2ccc(COc3ccc4ccccc4c3)o2)c(=O)n(-c2ccccc2)n1C	?	-10%	-8%	-4%
Cc1[nH]nc2c1C1(CCOC1C)C(C#N)=C(N)O2 (stereo unspecified)	-1.8%	5%	1%	4%
O=C(CN1C(=O)COc2ccc(S(=O)(=O)N3CCOCC3)cc21)N1CCN(c2ccccc2)CC1	?	22%	-1%	4%[10.9 µM]
CC(C)c1nnc(NC(=O)CCC(=O)NCc2ccc3c(c2)OCO3)s1	-0.1%	10%	8%	-8%
O=C(O)CCC(=O)N1CCN(c2ccccn2)CC1	-0.5%	7%	-5%	20%
Cc1ccc(S(=O)(=O)N(CCO)c2cc3c(s2)CCCC3)cc1	1.7%	-10%	-3%	-13%
CC(=O)C1=C(O)CCC1=N	0.8%	6%	8%	2%
O=C(NC1=NCCS1)c1cccs1	-2.5%	7%	-11%	-3%
O=C(CN1CCC(NC(=O)c2ccccc2)CC1)NCc1ccccc1F	4.3%	16%	1%	-10%
COC(=O)Cn1c2ccc(F)cc2c2nc(C)sc21	-4.0%	-9%	5%	-6%
COc1ccc(-c2cn3c(n2)sc2cc(C(=O)Nc4ccc(C)c(C)c4)ccc23)cc1	0.4%	-15%	19%	-16%[10.9 µM]
CC(C)N(C(=O)CSc1nc2ccccc2n1Cc1ccccc1F)C(C)C	.	-19%	2%	.
Cc1ccc(C(=O)N2CCc3ccccc32)cc1	.	-5%	-23%	.
Cc1ccc(Cl)cc1-n1c(=O)c2sc3ccccc3c2n(CC(=O)NC2CCCCC2)c1=O	?	19%	22%	-9%[10.9 µM]
CNC(=O)c1c(NC(=O)c2ccc(S(=O)(=O)N3CCCCC3C)cc2)sc2c1CCC2 (stereo unspecified)	?	-13%	1%	-12%[10.9 µM]
Cc1ccc(C)n1C(Cc1ccccc1)C(=O)O (stereo unspecified)	1.2%	-6%	-1%	-4%
Cc1ccc(-c2cc(C(=O)NCc3ccccn3)no2)cc1	-0.6%	2%	3%	15%
COc1cc(/C=C(\C#N)C(=O)c2ccc(O)c(O)c2)cc(I)c1O	6.9%	-17%	-12%	-4%
COCCn1c(=O)c(CCc2ccccc2)nc2cnc(N(C)C)nc21	-4.4%[11.4 µM]	-16%	-16%	-7%
CC(=O)NC(Cc1ccccc1)C(=O)N1CCN(C(=O)c2ccco2)CC1 (stereo unspecified)	-0.2%	5%	-2%	-11%
CC1=C(C(=O)Nc2ccccc2)C(c2ccc(N(C)C)cc2)NC(=O)N1 (stereo unspecified)	1.3%	7%	7%	-10%
CCOC(=O)C(C)(C)C(=O)C(C)(C)C(O)c1ccccn1 (stereo unspecified)	1.4%	-2%	4%	3%
Fc1ccc(N2CCN(c3ncnc4[nH]ncc34)CC2)cc1	-3.2%	-15%	8%	-6%[10.9 µM]
CN(C)c1ccc(/C=[N+](\[O-])C2SC(=S)N(C)C2(C)C)cc1 (stereo unspecified)	0.9%	-2%	-6%	-5%
CCN(CC)S(=O)(=O)c1ccc2oc(SCC3CN=C(c4ccc(OC)cc4)S3)nc2c1 (stereo unspecified)	?	-4%	-3%	-26%
O=C(Nc1ccc(O)c(-c2nc3ccccc3o2)c1)c1sc2ccccc2c1Cl	-1.0%	17%	6%	-9%[10.9 µM]
COC(=O)C1=C(C)N(Cc2ccccc2)[C@]23O[C@](C(=O)OC)(C(=O)N2C1c1ccccc1)C(C(=O)OC)C3C(=O)OC (stereo partly specified)	.	0%&1%[9.22 µM]	-7%&12%[9.22 µM]	.

Only p53ts 32C kill and IkB sig inh (6 entries from above):
Molecule | p53ts 32C kill | IkB sig inh
CC(=O)NC(Cc1ccccc1)C(=O)N1CCN(C(=O)c2ccco2)CC1 (stereo unspecified) | -2% | -0.2%
CC1=C(C(=O)Nc2ccccc2)C(c2ccc(N(C)C)cc2)NC(=O)N1 (stereo unspecified) | 7% | 1.3%
CCOC(=O)C(C)(C)C(=O)C(C)(C)C(O)c1ccccn1 (stereo unspecified) | 4% | 1.4%
Fc1ccc(N2CCN(c3ncnc4[nH]ncc34)CC2)cc1 | 8% | -3.2%
CN(C)c1ccc(/C=[N+](\[O-])C2SC(=S)N(C)C2(C)C)cc1 (stereo unspecified) | -6% | 0.9%
CCN(CC)S(=O)(=O)c1ccc2oc(SCC3CN=C(c4ccc(OC)cc4)S3)nc2c1 (stereo unspecified) | -3% | ?

More results
SMILES	IkB sig inh	p53ts 39C kill	p53ts 32C kill	Imprint erasure
COc1ccc(OC)c(S(=O)(=O)NCCS(=O)(=O)N2CCN(c3ccccc3)CC2)c1	2.1%	-16%	2%	-6%[10.9 µM]
Cc1noc(C)c1C(=O)N1CCC2(CCCN(Cc3nccs3)C2)CC1	1.5%[11.4 µM]	7%	-4%	.
O=C(CSc1ccc2nnc(-c3ccccn3)n2n1)N1CCOCC1	0.6%	13%	-5%	-24%
O=C1OCCC1Sc1ncnc2sccc12 (stereo unspecified)	0.3%	-1%	-9%	18%
CN(CC(=O)N1CCCCC1)S(=O)(=O)c1cccc2cccnc12	-2.8%	12%	3%	-7%
CCCc1nn2c(=O)cc(COC(=O)c3ccc(NC(=O)C4CCCCC4)cc3)nc2s1	-0.1%	1%	4%	-6%[10.9 µM]
O=C(CN1CCN(S(=O)(=O)c2ccccc2)CC1)Nc1ccc2c(c1)OCO2	0.1%	-2%	1%	-9%
COc1ccccc1N1CCN(C(=O)CN2C(=O)COc3ccc(S(=O)(=O)N4CCCCCC4)cc32)CC1	?	-3%	3%	-7%[10.9 µM]
COc1ccccc1Cc1nc2ccccc2nc1SCC(=O)Nc1c(C)cccc1C	-1.6%	-11%	-1%	-6%[10.9 µM]
N=C1N(/N=C/c2ccccc2)C(=Nc2ccccc2)C(=S)N1c1ccccc1	.	-11%	-10%	.
Cn1c(=O)c2c(nc(Cc3ccccc3)n2CC(=O)O)n(C)c1=O	1.2%[11.4 µM]	13%[9.22 µM]	7%[9.22 µM]	22%[10.9 µM]
CCOC(=O)OCC1OC(C#Cc2ccc(C)cc2C)C=CC1OC(=O)OCC (stereo unspecified)	.	-10%[9.22 µM]	2%[9.22 µM]	.

Reprinted from the part before: 4 entries, then new ones.
SMILES	IkB sig inh	p53ts 39C kill	p53ts 32C kill	Imprint erasure
COc1ccccc1Cc1nc2ccccc2nc1SCC(=O)Nc1c(C)cccc1C	-1.6%	-11%	-1%	-6%[10.9 µM]
N=C1N(/N=C/c2ccccc2)C(=Nc2ccccc2)C(=S)N1c1ccccc1	.	-11%	-10%	.
Cn1c(=O)c2c(nc(Cc3ccccc3)n2CC(=O)O)n(C)c1=O	1.2%[11.4 µM]	13%[9.22 µM]	7%[9.22 µM]	22%[10.9 µM]
CCOC(=O)OCC1OC(C#Cc2ccc(C)cc2C)C=CC1OC(=O)OCC (stereo unspecified)	.	-10%[9.22 µM]	2%[9.22 µM]	.
Cc1cccc(-n2c(N)cc(=O)nc2SCC(=O)Nc2ccccc2)c1	1.6%	-14%	-10%	-9%
CCc1nn(CC(=O)N2CCN(c3cccc(C)c3C)CC2)c(=O)c2cc3occc3n12	2.6%	-7%	8%	-7%[10.9 µM]
Nc1nnc(SCC(=O)Nc2ccccc2C(F)(F)F)s1	1.8%	18%	4%	10%[10.9 µM]
Cc1ccc(C)c(N2CCN(C(=O)CCNC(=O)Cn3ccc4ccccc4c3=O)CC2)c1	-0.8%	0%	-2%	21%
COc1cccc(NC(=O)c2oc3ccc(S(=O)(=O)N4CCOCC4)cc3c2C)c1	?	-23%	-6%	-10%[10.9 µM]
Fc1cccc2sc(Nc3nnc(-c4ccco4)o3)nc12	?	?	?	-62%[inhibitor]
Cc1ccc(Cn2ccc(NC(=O)c3noc4c3CCCC4)n2)cc1	3.8%	-16%	-9%	-21%
O=C(Nc1ccc(NC(=O)C2CCCCC2)cn1)c1ccco1	0.1%	5µM*	4µM*	-65%[inhibitor]
NC(=O)c1nsc(C(=O)N(CCc2ccccc2)C(C(=O)NC2CCCC2)c2ccco2)c1N (stereo unspecified)	0.3%	0%	6%	22%
CCc1nnc(SCc2ccc(C(=O)OC)o2)n1N	0.4%	0%	0%	26%
CCOC(=O)c1c(C)n(-c2ccccc2)c2ccc(OC(=O)COc3ccc(Cl)cc3)cc12	-3.0%	-14%	3%	-4%[10.9 µM]
Cc1ccc(C(C)NC(=O)c2ccco2)cc1C (stereo unspecified)	.	?	3%	.
CCOC(=O)CN(Cc1ccccc1)C(C(=O)NC1CCCCC1)c1ccccc1 (stereo unspecified)	?	2.5µM*	-28%	11%[10.9 µM]
Cc1ccc(C)c(NC(=O)CSc2ncc3c(n2)-c2cc(Cl)ccc2N(Cc2ccccc2F)S3(=O)=O)c1	?	-15%	-3%	?
CC1COC(c2cccn2Cc2ccccc2Cl)=N1 (stereo unspecified)	0.9%	-12%	-4%	-19%
COCCCn1c(C2CCCCC2)nc2oc3cc(OC)ccc3c(=O)c2c1=O	0.5%	5%	-2%	3%
CC(=O)NCC(c1ccc2c(c1)OCO2)N1CCN(c2ccccc2)CC1 (stereo unspecified)	3.9%	-29%	-11%	-5%[10.9 µM]
CC1(C)CC(=O)C=C(NCc2ccco2)C1	0.9%	2%	10%	-2%
N#Cc1c2c(c(NCCCN3CCOCC3)n3c1nc1ccccc13)CCC2	-3.3%	-1%	-10%	3%
